Screening results: PubChem, several laboratories
FBA Mtb inh: inhibitors of M. tuberculosis fructose-bisphosphate aldolase; P9WQA3; purified M. tuberculosis FBA, fluorescence read-out; inhibition, % at 1 µM; 360,000 tested, 2.3% active; AID 588726; in the data active means inhibition above about 27%;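 further: 0% = vehicle and 100% = reference inhibitor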
Target sequence (P9WQA3 whole entry, looked up): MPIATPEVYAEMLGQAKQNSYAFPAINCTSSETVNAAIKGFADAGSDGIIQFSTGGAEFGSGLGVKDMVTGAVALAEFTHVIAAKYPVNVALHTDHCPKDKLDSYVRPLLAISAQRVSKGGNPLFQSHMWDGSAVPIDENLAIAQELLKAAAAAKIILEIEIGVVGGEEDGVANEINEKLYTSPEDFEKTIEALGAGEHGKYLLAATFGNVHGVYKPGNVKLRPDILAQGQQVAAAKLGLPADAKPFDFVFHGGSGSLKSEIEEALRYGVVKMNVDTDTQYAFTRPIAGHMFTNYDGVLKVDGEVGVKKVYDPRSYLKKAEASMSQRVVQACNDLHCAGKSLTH
UGM FP inh: blocks M. tuberculosis UGM enzyme | P9WIQ1 | purified UGM, fluorescence polarization probe displacement | inhibition, % at 10 µM | 320,000 tested, 0.06% active | AID 504406; in the data active means inhibition above about 10%, passing the limit was not always enough
Target sequence (P9WIQ1 whole entry, looked up): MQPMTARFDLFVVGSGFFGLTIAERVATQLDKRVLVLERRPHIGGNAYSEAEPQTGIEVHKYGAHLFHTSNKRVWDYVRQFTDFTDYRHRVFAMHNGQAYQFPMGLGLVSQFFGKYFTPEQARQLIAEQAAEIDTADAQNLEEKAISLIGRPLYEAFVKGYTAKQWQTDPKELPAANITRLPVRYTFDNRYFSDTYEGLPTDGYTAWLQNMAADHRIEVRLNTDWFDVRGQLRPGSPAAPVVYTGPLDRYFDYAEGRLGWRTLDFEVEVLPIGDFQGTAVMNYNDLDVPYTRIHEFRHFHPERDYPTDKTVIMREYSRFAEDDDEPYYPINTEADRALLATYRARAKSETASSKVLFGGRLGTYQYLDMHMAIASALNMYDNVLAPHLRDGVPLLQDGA
BH1578 lux ind: quorum light induction in luxS cqsA deficient V. cholerae; V. cholerae BH1578 lux reporter, luminescence, 6 h; activation, % at 18.7 µM; 350,000 tested, 0.16% active; AID 588436; in the data active means activation mostly above about 9.7%, no sharp cut-off; further: not every result past the cut was called active; inactives centre near 0; reference of the scale not given here
DUSP3 inh: DUSP3 (human) phosphatase inhibition | AID 1654 | 290,000 tested, 0.52% active | inhibition, % at 13.3 µM | recombinant VHR phosphatase, pNPP absorbance; in the data active means inhibition above about 50%; further: some compounds called inactive have numbers as strong as hits
Target sequence (P51452 whole entry, looked up): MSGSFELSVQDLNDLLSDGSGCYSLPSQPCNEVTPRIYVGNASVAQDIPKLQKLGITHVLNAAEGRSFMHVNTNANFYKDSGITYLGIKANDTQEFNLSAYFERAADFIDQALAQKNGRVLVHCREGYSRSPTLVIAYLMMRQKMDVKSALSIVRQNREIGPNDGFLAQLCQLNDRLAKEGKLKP
Rv3671c inh: inhibits the M. tuberculosis serine protease Rv3671c; 320,000 tested, 0.048% active; inhibition, % at 5.96 µM; AID 2606; in the data active means inhibition above about 38%;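 further: extracellular domain of Rv3671c used as enzyme; 0% = enzyme with DMSO and 100% = no enzyme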
SARS 3CLpro inh: SARS-CoV 3CLpro protease inhibition; P0C6X7; recombinant SARS-CoV 3CLpro, quenched FRET peptide cleavage; inhibition, % at 6 µM; 290,000 tested, 0.14% active; in the data active means inhibition above about 12%
MazEF act: MazEF (E. coli) toxin RNase activation; activation, % at 20 µM; 350,000 tested, 0.32% active; AID 504720; FAM/BHQ RNA-DNA oligo cleavage fluorescence, 5 h; in the data active means activation above about 50%
Target sequence (P0AE70 whole entry, looked up): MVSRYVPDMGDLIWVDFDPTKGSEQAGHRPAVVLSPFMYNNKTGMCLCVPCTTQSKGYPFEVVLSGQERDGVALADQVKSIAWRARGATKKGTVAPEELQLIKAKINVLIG
PriA SSB inh: inhibitors of Klebsiella pneumoniae PriA binding to SSB C-terminal tail; inhibition, % at 33 µM; 430,000 tested, 0.6% active; AID 1272365; AlphaScreen SSBct-PriA binding, biotinylated peptide; in the data active means inhibition mostly above about 37%, no sharp cut-off; inactive means mostly below about 20%;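 further: plate controls were negative control peptide for no effect and reference peptide for full effect; strong numbers were not always called active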
GDH-TPI inh: counter-screen for M. tuberculosis FBA inhibitors: GDH-TPI coupled enzymes. inhibition, % at 4.8 µM. AID 588335. 360,000 tested, 1.2% active. GDH-TPI coupled enzyme counterscreen, NADH absorbance; in the data active means inhibition above about 30%;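 further: 0% = DMSO wells and 100% = wells lacking the enzyme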
Mtb BioA inh: inhibitors of Mycobacterium tuberculosis BioA enzyme. purified M. tuberculosis BioA enzyme, plate reader. inhibition, % at 9.99 µM. 360,000 tested, 0.096% active; in the data active means inhibition above about 40%
Numbers without * were called inactive; i = inactive; / = not tested or not shown. A portion of the library; rates above refer to the full screens.

Field names – A = FBA Mtb inh; B = UGM FP inh; C = BH1578 lux ind; D = DUSP3 inh; E = Rv3671c inh; F = SARS 3CLpro inh; G = MazEF act; H = PriA SSB inh; I = GDH-TPI inh; J = Mtb BioA inh
1) CN(c1ccc(O)cc1)c1nc(-c2ccccc2)cs1
  A = -4; B = -0.2; C = -0.1; D = 2; E = 16; F = 6; G = -2; H = 12; I = 3; J = -0.4
2) CN(C)C(=O)c1cc([N+](=O)[O-])cc([N+](=O)[O-])c1N(C)C
  A = -6; B = 3.0; C = 1.7; D = 18; E = -3; F = 5; G = 6; H = -2; I = 19; J = 0.0
3) CCOC(=O)c1sc2nc(SCC(=O)N(CC)CC)n(CCCN3CCCC3=O)c(=O)c2c1C
  A = -3; B = 0.1; C = -0.3; D = 8; E = 3; F = 2; G = 3; H = -7; I = -6; J = /
4) O=C(O)CNC(=O)c1ccc(N2CCOCC2)cc1[N+](=O)[O-]
  A = -5; B = 3.9; C = 0.3; D = 26; E = -4; F = -2; G = 0; H = -11; I = -5; J = /
5) Cc1ccc(CNC(=O)COC(=O)c2ccc(Br)o2)cc1
  A = -3; B = -0.4; C = 1.4; D = /; E = 4; F = /; G = 6; H = -8; I = -9; J = 0.6
6) CCCCN(C)C(=O)CSc1nc(NCc2ccc(OC)cc2)c2ccccc2n1
  A = -1; B = -1.8; C = -2.5; D = 14; E = 1; F = -2; G = -5; H = -4; I = 2; J = 0.2
7) CC(C)CNS(=O)(=O)c1ccc(CCC(=O)NCc2ccncc2)cc1
  A = 0; B = 0.8; C = i; D = -5; E = -1; F = 5; G = 3; H = -1; I = -6; J = /
8) COc1ccc(NC(=O)COC(=O)c2ccc3c(c2)OCCO3)cc1
  A = 3; B = /; C = 0.0; D = /; E = /; F = /; G = 5; H = /; I = 10; J = 0.6
9) COC(=O)c1cc(OC)ccc1-c1ccc(OC)cc1
  A = 15; B = 2.0; C = -1.7; D = 23; E = -1; F = 0; G = -4; H = -16; I = 6; J = 0.0
10) CCOC(=O)c1[nH]c(C)c(C(=O)OCC(=O)N(Cc2ccccc2)C(C)C)c1C
  A = 1; B = 1.6; C = -0.4; D = /; E = -8; F = /; G = 4; H = 12; I = -7; J = 1.0
11) Cc1nc(NCCCN2CCOCC2)c2cnn(-c3ccccc3)c2n1
  A = 1; B = /; C = -2.7; D = /; E = /; F = /; G = 5; H = -17; I = -8; J = 0.3
12) COc1ccc(NC(C(=O)Nc2cccc(C(C)=O)c2)c2ccccc2)cc1 (configuration not stated)
  A = 1; B = 0.6; C = 2.4; D = 8; E = -11; F = 1; G = 12; H = 30; I = 2; J = 2.0
13) CCC(C)[C@H](NC(=O)C1CC(=O)N(c2ccc3c(c2)OCCO3)C1)C(=O)N1CCCCC1 (some centres not stated)
  A = 0; B = -1.0; C = -0.2; D = 3; E = -1; F = 1; G = 3; H = 10; I = -11; J = 0.3
14) COc1cc(C(=O)Oc2c(CN3CCOCC3)cc(Cl)c3cccnc23)cc(OC)c1OC
  A = 0; B = 0.5; C = -0.3; D = 27; E = 0; F = 0; G = -1; H = 87*; I = 6; J = -1.7
15) CN(CCCC(=O)Nc1ccc(OC(F)F)cc1)S(=O)(=O)c1ccc(F)cc1
  A = -3; B = 0.1; C = -0.4; D = -27; E = -8; F = -1; G = -5; H = -13; I = 16; J = 0.4
16) Oc1ccc(Br)cc1-c1ccnn1-c1ccccc1
  A = 3; B = 2.2; C = i; D = 9; E = -12; F = 0; G = -6; H = -4; I = 9; J = 2.1
17) O=C(Nc1ccccc1C(=O)N1CCOCC1)c1ccncc1
  A = 0; B = -0.4; C = i; D = -6; E = -6; F = -1; G = 12; H = -10; I = 4; J = -0.8
18) COc1ccccc1NC(=O)CNC(=O)c1ccc(F)cc1
  A = -2; B = 0.0; C = -0.6; D = 7; E = 3; F = -1; G = 4; H = -14; I = -6; J = -1.9
19) Cc1ccc(C)c(-n2c(SCC(N)=O)nnc2-c2ccccn2)c1
  A = 3; B = 0.1; C = /; D = 7; E = -8; F = -5; G = 5; H = -11; I = 3; J = 1.9
20) COc1ccc(C(C)(C)C)cc1NC(=O)COC(=O)C1=NNC(=O)CC1
  A = -2; B = -1.1; C = i; D = /; E = -12; F = /; G = 3; H = -4; I = -7; J = -0.8
21) CC(=O)N1CCN(C(=O)c2ccc3c(c2)S(=O)(=O)c2ccccc2C3=O)CC1
  A = 1; B = 1.3; C = i; D = -32; E = -7; F = 2; G = -13; H = -13; I = -8; J = -0.8
22) COc1cccc(C2C3(C#N)C(N)=NC(OC)(OC)C23C#N)c1 (configuration not stated)
  A = -4; B = -0.1; C = /; D = 26; E = 1; F = -8; G = -1; H = -9; I = -9; J = 0.9
23) Cc1cc(/C=C2\SC(=O)N(C)C2=O)c(C)n1-c1ccc(S(N)(=O)=O)cc1
  A = -2; B = -1.9; C = 1.6; D = -24; E = -2; F = 0; G = -4; H = -2; I = 18; J = -0.1
24) CCOc1cc(C=O)ccc1OCC(N)=O
  A = 0; B = 0.9; C = i; D = 16; E = 0; F = 2; G = 6; H = -5; I = -2; J = /
25) O=C(Nc1ccc([N+](=O)[O-])cc1)N1CCCCCC1
  A = 0; B = 2.1; C = -1.4; D = 6; E = 7; F = 5; G = -3; H = -7; I = 15; J = 4.3
26) CCOC(=O)C1=C(N)N(c2ccc(N3CCCCC3)cc2)C(=O)C1
  A = -2; B = -1.9; C = /; D = 21; E = 1; F = -7; G = -6; H = 7; I = -7; J = -1.8
27) CCOc1cccc(-c2nn3c(-c4ccccn4)nnc3s2)c1
  A = 1; B = 0.9; C = -3.6; D = 37; E = -2; F = -3; G = 6; H = -5; I = 14; J = 0.3
28) Cc1ccc2[nH]c(C)c(CC(=O)O)c2c1
  A = -4; B = 0.6; C = i; D = -6; E = -6; F = -1; G = 4; H = -13; I = -8; J = -0.2
29) CC(C)(C)NS(=O)(=O)c1ccc(C(=O)Nc2ccc3c(c2)OCO3)cc1
  A = -1; B = -1.5; C = -0.5; D = 8; E = 2; F = 4; G = 10; H = -3; I = 3; J = -2.6
30) CCN(CC)CCNC(=O)c1cn(CC)c2ccc(S(=O)(=O)N(C)C3CCCCC3)cc2c1=O
  A = 3; B = -2.6; C = -0.4; D = 10; E = -2; F = 2; G = 18; H = -7; I = 7; J = 9.8

From entry 21 as far as 30, copied from above:
Field names – A = FBA Mtb inh; B = UGM FP inh; C = BH1578 lux ind; D = DUSP3 inh; E = Rv3671c inh; F = SARS 3CLpro inh; G = MazEF act; H = PriA SSB inh; I = GDH-TPI inh; J = Mtb BioA inh
21) CC(=O)N1CCN(C(=O)c2ccc3c(c2)S(=O)(=O)c2ccccc2C3=O)CC1
  A = 1; B = 1.3; C = i; D = -32; E = -7; F = 2; G = -13; H = -13; I = -8; J = -0.8
22) COc1cccc(C2C3(C#N)C(N)=NC(OC)(OC)C23C#N)c1 (configuration not stated)
  A = -4; B = -0.1; C = /; D = 26; E = 1; F = -8; G = -1; H = -9; I = -9; J = 0.9
23) Cc1cc(/C=C2\SC(=O)N(C)C2=O)c(C)n1-c1ccc(S(N)(=O)=O)cc1
  A = -2; B = -1.9; C = 1.6; D = -24; E = -2; F = 0; G = -4; H = -2; I = 18; J = -0.1
24) CCOc1cc(C=O)ccc1OCC(N)=O
  A = 0; B = 0.9; C = i; D = 16; E = 0; F = 2; G = 6; H = -5; I = -2; J = /
25) O=C(Nc1ccc([N+](=O)[O-])cc1)N1CCCCCC1
  A = 0; B = 2.1; C = -1.4; D = 6; E = 7; F = 5; G = -3; H = -7; I = 15; J = 4.3
26) CCOC(=O)C1=C(N)N(c2ccc(N3CCCCC3)cc2)C(=O)C1
  A = -2; B = -1.9; C = /; D = 21; E = 1; F = -7; G = -6; H = 7; I = -7; J = -1.8
27) CCOc1cccc(-c2nn3c(-c4ccccn4)nnc3s2)c1
  A = 1; B = 0.9; C = -3.6; D = 37; E = -2; F = -3; G = 6; H = -5; I = 14; J = 0.3
28) Cc1ccc2[nH]c(C)c(CC(=O)O)c2c1
  A = -4; B = 0.6; C = i; D = -6; E = -6; F = -1; G = 4; H = -13; I = -8; J = -0.2
29) CC(C)(C)NS(=O)(=O)c1ccc(C(=O)Nc2ccc3c(c2)OCO3)cc1
  A = -1; B = -1.5; C = -0.5; D = 8; E = 2; F = 4; G = 10; H = -3; I = 3; J = -2.6
30) CCN(CC)CCNC(=O)c1cn(CC)c2ccc(S(=O)(=O)N(C)C3CCCCC3)cc2c1=O
  A = 3; B = -2.6; C = -0.4; D = 10; E = -2; F = 2; G = 18; H = -7; I = 7; J = 9.8

The listing continues.
Field names – A = FBA Mtb inh; B = UGM FP inh; C = BH1578 lux ind; D = DUSP3 inh; E = Rv3671c inh; F = SARS 3CLpro inh; G = MazEF act; H = PriA SSB inh; I = GDH-TPI inh; J = Mtb BioA inh
31) CC(C)CC(N)c1csc(Nc2ccc(C(=O)NCCCO)cn2)n1 (configuration not stated)
  A = 2; B = /; C = -0.7; D = /; E = /; F = /; G = /; H = /; I = 34*; J = -6.1
32) CC1CC1C(=O)Nc1ccc(S(=O)(=O)N2CCCCC2)cc1 (configuration not stated)
  A = 5; B = /; C = -0.4; D = /; E = /; F = /; G = -2; H = -8; I = 7; J = 0.9
33) CCOC(=O)N1CCC(NC(=O)CS(=O)Cc2nc(-c3ccc(Cl)cc3)oc2C)CC1 (configuration not stated)
  A = 3; B = -3.7; C = -1.0; D = -2; E = 0; F = -1; G = -1; H = -3; I = 0; J = -0.2
34) CC(NC(=O)c1ccccc1)C(=O)OCn1nnc2ccccc2c1=O (configuration not stated)
  A = 4; B = 2.4; C = -0.7; D = /; E = 7; F = /; G = -7; H = -14; I = 9; J = 6.8
35) COc1ccc(CNC(=O)CN(C(=O)CCC(=O)Nc2ccccn2)c2ccc(C)cc2)cc1
  A = -1; B = 0.8; C = -0.6; D = 40; E = -4; F = -2; G = 2; H = -6; I = -1; J = -0.2
36) CC(NCc1ccccc1OC1CCCC1)c1ccccc1 (configuration not stated)
  A = 3; B = -2.0; C = i; D = 6; E = -9; F = 5; G = 5; H = -2; I = -3; J = 1.9
37) COc1ccc(C)cc1NC(=O)C1CCCN1S(=O)(=O)c1ccc2c(c1)CCC(=O)N2 (configuration not stated)
  A = 2; B = -1.4; C = -0.4; D = 23; E = -3; F = -2; G = 8; H = 7; I = 4; J = -1.0
38) O=C(Cc1ccc(F)cc1)N/N=C/c1ccc2c(c1)OCO2
  A = 0; B = -0.5; C = i; D = 21; E = 3; F = 1; G = 11; H = /; I = 11; J = -0.3
39) OC(COc1ccc2c(c1)OCO2)CN1CCN(c2ccccc2)CC1 (configuration not stated)
  A = -5; B = 0.0; C = -0.3; D = 12; E = 1; F = 0; G = 10; H = 11; I = -4; J = /
40) O=C(OCC1CCNCC1)c1ccc2c(c1)OCO2
  A = 0; B = -0.8; C = -0.7; D = 13; E = /; F = 5; G = 0; H = -6; I = 5; J = 9.1
41) COc1ccccc1NC(=O)NC1CCCc2ccccc21 (configuration not stated)
  A = 0; B = -2.5; C = i; D = 24; E = -1; F = 1; G = 0; H = -5; I = 7; J = -3.0
42) Cn1c(SCc2ccc(F)cc2)nnc1-c1cccs1
  A = 1; B = -1.6; C = 0.4; D = 24; E = 7; F = 5; G = 2; H = 3; I = -3; J = /
43) CC(C)CCn1c(-c2nonc2N)nc2ccccc21
  A = 1; B = 1.8; C = -0.5; D = -22; E = -8; F = -3; G = 0; H = 0; I = 13; J = 2.2
44) Cc1cccc(NC(=O)C2CCN(S(=O)(=O)c3cccs3)CC2)n1
  A = 4; B = 2.0; C = -4.9; D = -8; E = 3; F = 7; G = -3; H = -1; I = 5; J = /

2 of these compounds in a different format.
Results follow in this order: FBA Mtb inh | UGM FP inh | BH1578 lux ind | DUSP3 inh | Rv3671c inh | SARS 3CLpro inh | MazEF act | PriA SSB inh | GDH-TPI inh | Mtb BioA inh
(36) CC(NCc1ccccc1OC1CCCC1)c1ccccc1 (configuration not stated)
    3 | -2.0 | i | 6 | -9 | 5 | 5 | -2 | -3 | 1.9
(37) COc1ccc(C)cc1NC(=O)C1CCCN1S(=O)(=O)c1ccc2c(c1)CCC(=O)N2 (configuration not stated)
    2 | -1.4 | -0.4 | 23 | -3 | -2 | 8 | 7 | 4 | -1.0
